Compound activity deposited in PubChem BioAssay by National Center for Advancing Translational Sciences (NCATS).
Coupling enz = qHTS Assay for Inhibitors of Fructose-1,6-bisphosphate Aldolase from Giardia Lamblia: Coupling assay counterscreen | coupling enzyme system counterscreen, AmpLite Red fluorescence | activity change, negative = inhibition, % at 58.2 µM, hits read low | 290,000 compounds, 0.67% hits | AID 2472, 2010; in the data active = activity change below about -30%; note: % is set by controls: 0 for no effect and ±100 for the full control effect
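Final compound at 57.5 uM, incubated 10 min at RT with coupling enzyme reagent (glyceraldehyde-3-phosphate), then 20 min with substrate and AmpLite Red detection. Fluorescence read at 525/598 nm; tests interference with the coupling assay, not aldolase inhibition.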
B2AR arrestin = qHTS assay of beta-arrestin-biased ligands of beta2-adrenergic receptor | 330,000 compounds, 0.02% hits | beta-arrestin recruitment to beta2AR, cell-based reporter | AID 492947, 2010 | Beta-2 adrenergic receptor (Homo sapiens), P07550 | Potency, µM (titrated, usually from 46.1 µM), inactives show top-dose activation, usual class: activators;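 note: potency is the fitted concentration of half-maximal effect; 0% = DMSO controls and full agonism = EC100 isoproterenol or metaproterenol; nearly all actives have a fitted effect of over 65% in size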
CXXC DNA block = qHTS Fluorescence Polarization Assay for Inhibitors of MLL CXXC domain - DNA interaction. AID 2662, 2010. 290,000 compounds, 0.037% hits. Histone-lysine N-methyltransferase 2A (Homo sapiens), Q03164. Potency, µM (highest dose often 115 µM), without a hit: at the highest dose activity change, negative = inhibition, most hits filed as inhibitors. MLL-CXXC / FITC-HOXA9 DNA fluorescence polarization; active = well fitted inhibition curve with a large enough effect in the polarisation, with a control signal flat, not every such curve was filed as active; inconclusive = small, poorly fitted or top-dose-only effect, or effect the other way, or a change in a side signal; inactive = no such curve, though single readings can be large or run the other way; the % refers to the polarisation; note: potency is the fitted concentration of half-maximal effect
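Purified MLL-CXXC (added from a 7 uM solution) was preincubated 5 min at ambient with pinned compounds in 50 mM Tris-HCl pH 7.5, 50 mM NaCl, 1 mM DTT, 0.05% BSA. Fluorescein-labeled HOX-A9 DNA (50 nM solution) followed, 30 min, then polarization read.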
GALK inhibitor = qHTS Assay for Inhibitors of Human Galactokinase (GALK); P51570; Purified GALK, Kinase-Glo residual ATP luminescence; Potency, µM (highest dose often 57.5 µM), for inactives: top-dose activity change, negative = inhibition, most hits filed as inhibitors; 270,000 compounds, 0.007% hits; note: potency is the fitted concentration of half-maximal effect; % is set by controls: 0 for no effect and ±100 for the full control effect
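Quantitative HTS: GALK 5 nM, ATP 35 uM, galactose 100 uM, 1 h room temperature, then luciferase-based ATP detection.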
Menin MLL FP TR = qHTS Assay for Inhibitors Targeting the Menin-MLL Interaction in MLL Related Leukemias: Competition With Texas Red Labeled MLL-derived Mutant Peptide; Menin + Texas Red MLL mutant peptide, fluorescence polarization; Potency, µM (highest dose often 61.6 µM), for the others: at the highest dose FP activity change, negative = inhibition, hits mostly inhibitors; 270,000 compounds, 0.23% hits; active = well fitted inhibition curve with a large enough effect in the polarisation, with a control signal flat, not every such curve was filed as active; inconclusive = small, poorly fitted or top-dose-only effect, or effect the other way, or a change in a side signal; inactive = no such curve, though single readings can be large or run the other way; the % refers to the polarisation; note: potency is the fitted concentration of half-maximal effect; % of control where 0% means no effect; many of its hits are not listed in these tables
TRPV1 agonist = HTS Assay for Compounds that Act as Agonists of the Vanilloid Receptor 1 | Transient receptor potential cation channel subfamily V member 1 (Homo sapiens), Q8NER1 | TRPV1-expressing cells, Fluo-8 calcium influx, agonist mode | activation, % at 8.33 µM | 320,000 compounds, 0.19% hits; in the data active = activation above about 80%; inconclusive = between about 30% and that limit; note: 0% is about no effect
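TRPV1-expressing cells were cultured overnight at 35.5C and loaded with Fluo-8 calcium dye for 40 to 90 min at room temperature. After a 10 s baseline, compound was added and calcium influx was read kinetically for 3 min (ex 480/em 520 nm).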
Giardia killer = Small Molecules that selectively kill Giardia lamblia: qHTS; Giardia lamblia trophozoite viability; activity change, % at 7.66 µM, hits read low; 340,000 compounds, 0.15% hits; AID 540267, 2011; in the data active = activity change below about -80%; inconclusive = between about -30% and that limit;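 note: parasites exposed to compound for two days anaerobically before the ATP read; % is set by controls: 0 for no effect and ±100 for the full control effect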
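Viability, read as ATP luminescence: trophozoites at 100 cells/well, compound added, 48 hrs anaerobic at 37 deg C, then 15-30 min room-temperature development before reading.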
USP2a inh = qHTS Assay for Inhibitors of Ubiquitin-specific Protease USP2a Using CHOP2 as the Reporter | USP2 core, Ub-CHOP2 coupled fluorogenic reporter, 485/531 | Potency, µM (series often up to 38.3 µM), inactives show top-dose activity change, negative = inhibition, actives largely listed as inhibitors | 330,000 compounds, 0.01% hits;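 note: potency is the fitted concentration of half-maximal effect; plate controls were DMSO wells for no effect and full inhibition by NEM control for full effect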
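Cell-free coupled assay: 10nM USP2 core preincubated 30min RT with compound in Tris-HCl pH 8.0/CaCl2/CHAPS buffer, then 25nM Ub-CHOP2 and 25nM reporter substrate; fluorescence (Ex 485/Em 531) read after 60min RT, normalized to NEM inhibition, concentration-response curves fitted.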
hERG WT inh = qHTS for Inhibitors of KCHN2 3.1: Wildtype qHTS; U2OS, BacMam KCNH2, thallium flux FluxOr; hits give low values; 340,000 compounds, 0.37% hits; Voltage-gated inwardly rectifying potassium channel KCNH2 (Homo sapiens), Q12809; AID 720551, 2013; activity change, % at 1.84 µM;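 active = maximum activity change below -70%; inconclusive = maximum activity change between -70% and -50%; inactive = maximum activity change above -50%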; note: % is set by controls: 0 for no effect and ±100 for the full control effect
Target sequence (Q12809 whole entry, looked up): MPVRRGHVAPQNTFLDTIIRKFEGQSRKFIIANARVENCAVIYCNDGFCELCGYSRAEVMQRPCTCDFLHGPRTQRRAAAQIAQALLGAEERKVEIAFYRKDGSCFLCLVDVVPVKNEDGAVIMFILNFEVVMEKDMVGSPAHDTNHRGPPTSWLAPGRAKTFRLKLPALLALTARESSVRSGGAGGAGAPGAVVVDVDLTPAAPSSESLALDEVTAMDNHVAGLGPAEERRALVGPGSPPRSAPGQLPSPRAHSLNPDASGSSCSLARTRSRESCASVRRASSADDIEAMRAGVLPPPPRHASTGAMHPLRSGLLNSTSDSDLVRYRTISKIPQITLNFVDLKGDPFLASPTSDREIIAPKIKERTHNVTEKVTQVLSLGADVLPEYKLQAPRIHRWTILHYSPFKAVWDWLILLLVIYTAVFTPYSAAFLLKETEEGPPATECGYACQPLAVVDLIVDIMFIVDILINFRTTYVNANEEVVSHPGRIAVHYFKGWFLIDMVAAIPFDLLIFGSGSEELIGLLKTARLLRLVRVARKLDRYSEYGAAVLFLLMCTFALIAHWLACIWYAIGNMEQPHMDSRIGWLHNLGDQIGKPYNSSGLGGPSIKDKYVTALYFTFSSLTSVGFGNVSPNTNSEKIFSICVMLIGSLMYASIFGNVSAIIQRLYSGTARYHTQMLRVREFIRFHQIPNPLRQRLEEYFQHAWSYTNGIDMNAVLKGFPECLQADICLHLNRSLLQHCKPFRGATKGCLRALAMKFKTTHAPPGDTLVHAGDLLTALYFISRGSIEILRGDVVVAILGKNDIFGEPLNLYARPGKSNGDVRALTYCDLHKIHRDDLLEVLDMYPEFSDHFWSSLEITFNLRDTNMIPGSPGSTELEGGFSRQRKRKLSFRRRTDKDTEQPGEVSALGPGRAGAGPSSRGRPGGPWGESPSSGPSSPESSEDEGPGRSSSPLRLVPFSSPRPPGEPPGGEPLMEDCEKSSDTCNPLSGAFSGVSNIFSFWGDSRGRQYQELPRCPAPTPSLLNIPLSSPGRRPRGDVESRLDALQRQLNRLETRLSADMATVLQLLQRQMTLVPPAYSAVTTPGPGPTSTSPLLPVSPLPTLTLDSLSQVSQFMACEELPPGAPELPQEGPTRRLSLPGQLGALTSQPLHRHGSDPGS
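U2OS cells were transduced with wild-type KCNH2 virus (2.03 x 10^8 / mL) for 4 h at room temperature, then cultured overnight at 37 C. Thallium flux was read with FluxOr dye. Rate constants were normalized to DMSO controls.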
PKM2 act = qHTS Assay for Activators of Human Muscle isoform 2 Pyruvate Kinase; purified PKM2, Kinase-Glo ATP luminescence, activation; response scale: 0% is enzyme alone, no compound; AID 1631, 2009; 260,000 compounds, 0.34% hits; Pyruvate kinase PKM (Homo sapiens), P14618; Potency, µM (titrated, usually from 57.5 µM), for inactives: at the top dose activation, hits mostly activators; note: potency is the fitted concentration of half-maximal effect; % is set by controls: 0 for no effect and ±100 for the full control effect; nearly all actives have a fitted effect of over 55% in size
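Kinase-Glo luminescence reports ATP generated from ADP (0.1 mM) and PEP (0.5 mM) by purified hPK-M2 after 1 h at room temperature, pH 7.2 imidazole buffer; intermediate enzyme activity allows detecting inhibitors and activators.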
KCNH2 3.1 block = qHTS for Inhibitors of KCHN2 3.1: Mutant qHTS; U2OS KCNH2 3.1, thallium flux FluxOr; hits give low values; activity change, % (tested at about 1.8 µM); 340,000 compounds, 0.95% hits; AID 720553, 2013;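 active = maximum activity change below -70%; inconclusive = maximum activity change from -70% to -50%; inactive = maximum activity change above -50%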;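 note: thallium influx rate constant from kinetic fluorescence after stimulation buffer; % is set by controls: 0 for no effect and ±100 for the full control effect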
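Steps: virus added to U2OS suspension (4 h, RT, dark); medium with 10% FBS added, cells plated, 37 C overnight; FluxOr/Red40 loading buffer 45 min RT; stimulation buffer, 2 min kinetic read; rate constant normalized.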
Numbers without * were called inactive; u = inconclusive; x = no result given; [ ] = dose if it differs, or a comment. Unless noted, calls come from the whole dose curve; as a rule, active = well fitted curve in the direction sought with a large enough effect; inconclusive = small, poorly fitted or top-dose-only effect, or another doubt; inactive = no such curve, though single readings can be large; an effect the other way counts as inactive or inconclusive. Not all compounds are listed (hit frequency here may not be typical).

Screens in order – Coupling enz	B2AR arrestin	CXXC DNA block	GALK inhibitor	Menin MLL FP TR	TRPV1 agonist	Giardia killer	USP2a inh	hERG WT inh	PKM2 act	KCNH2 3.1 block
[1] COc1ccccc1NC1=C(Cl)C(=O)N(C2CCCCC2)C1=O
 : 1	0.1%	u	2%	-9%	10	5	1%	-1	4%	-15
[2] COc1ccccc1N(CC(=O)NCc1ccccc1)C(=O)CCC(=O)Nc1nccs1
 : -2	0.2%	2%	8%	-8%	0	13	1%	-6	0%	37
[3] CN(C)C(CNC(=O)C1CCN(S(=O)(=O)c2ccc(Cl)cc2)CC1)c1ccccc1 (stereo not given)
 : 1	-1.0%	2%	x	u	2	6	-1%	19	x	12
[4] COc1ccc(S(=O)(=O)Nc2cccc3c2O[C@@H](CN(C)Cc2ccc(C(=O)O)cc2)[C@@H](C)CN([C@H](C)CO)C3=O)cc1
 : x	0.0%	x	x	x	x	u	2%	-12	x	8
[5] CCOc1ccc2[nH]c3c(NCCO)ncnc3c2c1
 : -5	-0.4%	14%	x	4%	1	14	0%	-11	x	2
[6] CCOc1ccc(OCc2cccc(C(=O)Nc3ccc(CN4CCCCC4)cc3)c2)cc1
 : -1	-0.1%	26%	1%	-10%	3	1	1%	38	-9%	u
[7] N#CC1=C(N)SC(N)=C(C#N)C1CCC1CCCCC1
 : 3	-0.4%	-3%	-3%	2%	-3	x	1%	x	-4%	x
[8] CCOC(=O)CN1CC23C=CC(O2)C(C(=O)NCc2ccc(C)cc2)C3C1=O (stereo not given)
 : 4	4.1%	-1%	2%	-5%[11.7 µM]	x	10	4%	7	0%	45
[9] Cc1sc(NC(=O)c2ccccc2F)c(CN2CCCCC2C)c1C (stereo not given)
 : 0	0.2%	-3%	1%	13%	12	-13	-2%	-18	-2%	6
[10] COCCCn1c(Cc2csc(Nc3ccccc3)n2)nnc1SCC(N)=O
 : -5	0.4%	2%	1%	-13%	0	3	-5%	-5	u	4
[11] O=C(NNC(=O)c1ccc2ccccc2n1)c1ccc(O)cc1
 : x	0.3%	x	x	x	u	-6	0%	-6	x	-14
[12] CN(C)C=Nc1ncc2c3ccccc3n(Cc3ccccc3)c2c1C#N
 : 2	0.4%	-10%	5%	-14%	u	-17	-6%	5	-3%	12
[13] CSc1cccc(NC(=S)N2CCCN(Cc3ccc(F)cc3)C2)c1
 : 0	0.1%	2%	-2%	-1%	1	-3	1%	3	3%	3
[14] O=C(NCCN1CCN(C(=O)c2ccc(Br)cc2)CC1)c1ccc(Br)cc1
 : -1	-0.9%	0%	0%	-10%	4	12	-3%	-4	1%	-83*
[15] CC(Sc1nc2c(c(=O)n(C)c(=O)n2C)n1Cc1cc2c(cc1Cl)OCO2)C(=O)O (stereo not given)
 : 12	-0.4%	-12%	0%	8%	-2	10	0%	-2	-2%	-12
[16] COc1ccc(-c2nnc(NC(=O)C3CC3)o2)cc1
 : 1	-0.1%	4%	1%	16%	1	-8	2%	3	3%	1
[17] CSc1nc2ccc(S(=O)(=O)N3CCCC3)cc2s1
 : -1	-0.7%	0%	-2%	x	0	-2	2%	-3	17%	6
[18] Cc1nc2nc[nH]n2c(=O)c1NS(=O)(=O)c1ccc(C(C)(C)C)cc1
 : 15	-0.3%	-10%	-2%	22%	8	-4	-2%	-12	1%	4
[19] COc1cccc(NC(=O)COC(=O)C2C3CC4OC(=O)C2C4C3)c1 (stereo not given)
 : 1	-0.1%	45%[activator]	1%	15%	1	-14	1%	-1	-3%	7
[20] Cc1ccc(CN2CCN(C(=O)c3ccco3)CC2)cc1
 : 1	0.4%	-5%	-1%	1%	8	-25	4%	6	1%	27
[21] Cc1noc(C)c1NC(=O)N(C)C[C@H]1Oc2ccc(NC(=O)Cn3cnnn3)cc2C(=O)N([C@H](C)CO)C[C@@H]1C
 : x	-0.1%	x	x	x	x	2	-1%	-10	x	-8
[22] COc1ccc(C(=O)COC(=O)c2ccccn2)cc1OC
 : x	0.4%	x	x	x	0	21	1%	-3	x	24
[23] CC(C)n1cc(/C=N/Nc2ccc(C(=O)O)cc2)c2ccccc21
 : 4	-0.7%	u	x	u	1	4	-7%	9	x	-19
[24] CCOC(=O)CSc1nnc(Cc2cc(=O)[nH]c(=O)[nH]2)n1-c1cccc(OC)c1
 : -1	-0.1%	-2%	4%	-10%	-1	6	-3%	10	-12%	-48
[25] CC(Sc1nc(-c2ccccc2)cc(C(F)(F)F)n1)C(=O)Nc1sc2c(c1C(N)=O)CCC2 (stereo not given)
 : 0	-2.3%	3%	0%	-13%	1	-2	3%	-1	-5%	15
[26] COc1ccc(-c2nnn(-c3ccc(Cl)cc3Cl)c2N)cc1
 : -2	0.0%	-8%	-3%	x	4	14	2%	-5	-2%	27
[27] Cc1ccc(NC(=O)CSc2nnc3ccc(-c4ccncc4)nn23)cc1
 : x	-0.1%	x	x	x	0	-12	1%	7	x	-1
[28] CCC(C)n1cnc2c(c1=O)c1nc3ccccc3nc1n2Cc1ccccc1OC (stereo not given)
 : 5	0.0%	3%	2%	-2%	3	-13	1%	-16	7%	-13
[29] Cc1ccc2c(c1)N(Cc1ccccn1)C(=O)C(C)O2 (stereo not given)
 : -1	-0.9%	1%	1%	0%	4	10	-3%	2	-7%	2
[30] CCc1c(C)nc(SCC(=O)Nc2c(C)n(C)n(-c3ccccc3)c2=O)[nH]c1=O
 : 1	0.1%	2%	x	-24%	-1	-15	-1%	3	-10%	5
[31] COc1ccc(S(=O)(=O)N2CCC3(CC2)OCCN3S(=O)(=O)c2cccs2)cc1
 : x	-0.1%	x	x	x	2	-17	4%	3	x	-12
[32] COc1ccc(NC(C)=[N+](C)CCNS(=O)(=O)c2ccc(Cl)cc2)cc1
 : x	0.0%	-1%	0%	x	1	-24	3%	95	-7%	-26
[33] COc1ccc(NC(=O)CSc2nc3ccccc3n2-c2ccccc2)c([N+](=O)[O-])c1
 : 0	-0.8%	4%	0%	-1%	2	-1	1%	2	-7%	-4
[34] COc1ccc(S(=O)(=O)N2CCCCCC2)cc1NC(=O)CN1C(=O)NC(C)(c2ccccc2)C1=O (stereo not given)
 : x	-0.3%	x	x	x	-2	9	0%	2	x	-33
[35] COCC(=O)Nc1c(C(=O)Nc2ccc3c(c2)OCO3)oc2ccccc12
 : 2	-0.2%	3%	5%	u	-5	u	2%	-18	-2%[0.46 µM]	4
[36] O=C(NCCCN1CCCC1=O)c1cccc(C(F)(F)F)c1
 : 3	0.2%	14%	0%	3%	1	6	5%	15	-1%	-9
[37] O=C(CCC(=O)NC1CCCCC1)Nc1cccnc1
 : 3	0.3%	28%	4%	-17%	-3	-7	1%	-28	-4%	-9
[38] CN(CC(=O)N1CCc2ccccc21)S(=O)(=O)c1cccs1
 : 0	-0.2%	-1%	3%	4%	0	-1	3%	-1	-5%	0
[39] Cc1c(C(=O)Nc2ccccc2)sc2ncn(CC(=O)N3CCCCC3)c(=O)c12
 : 1	0.5%	45%[activator]	0%	42%[activator]	5	10	1%	-8	-2%	12
[40] CCOC(=O)c1c(NC(=S)Nc2ccc(C)cc2)sc2c1CCC2
 : 0	-0.1%	9%	3%	-3%	2	0	2%	-19	-1%	-8
